From PubChem BioAssay
GalR3 antagonist: blocks the human galanin receptor 3. inhibition, % at 3 µM. O60755. HEK293 GalR3-CNG cAMP membrane potential fluorescence; galR3 body fused to GalR1 C-terminus. 360,000 tested, 0.44% active;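 active means inhibition above the screen-wide average plus 3 SD, cut at about 13% in these data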;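 further: forskolin and galanin both at EC90 stimulate the cells; cAMP rise reported by CNG channel membrane potential dye signal; 0% = forskolin plus galanin with DMSO and 100% = forskolin alone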
Target sequence (O60755 1-299 limits assumed): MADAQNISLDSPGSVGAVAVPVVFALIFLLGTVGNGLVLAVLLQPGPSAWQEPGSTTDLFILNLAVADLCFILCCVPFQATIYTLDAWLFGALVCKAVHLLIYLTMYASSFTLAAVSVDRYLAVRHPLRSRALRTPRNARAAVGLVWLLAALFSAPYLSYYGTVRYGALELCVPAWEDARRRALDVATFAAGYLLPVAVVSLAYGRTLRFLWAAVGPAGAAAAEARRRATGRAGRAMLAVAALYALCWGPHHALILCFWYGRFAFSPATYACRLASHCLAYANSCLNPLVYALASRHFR
V1aR counter: counter-screen for oxytocin receptor agonists: human V1a receptor agonists; activation, % at 3 µM; P37288; 320,000 tested, 0.25% active; AID 2797; CHO-V1R cells, Fluo-8 calcium fluorescence, agonist mode; 0% DMSO, 100% 3 nM vasopressin;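 active means activation above the mean activation of all tested compounds plus 3 SD, per screening run, cut at about 20% in these data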;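 further: signal is peak over basal fluorescence ratio across a 100 second FLIPR read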
Target sequence (P37288 whole entry, looked up): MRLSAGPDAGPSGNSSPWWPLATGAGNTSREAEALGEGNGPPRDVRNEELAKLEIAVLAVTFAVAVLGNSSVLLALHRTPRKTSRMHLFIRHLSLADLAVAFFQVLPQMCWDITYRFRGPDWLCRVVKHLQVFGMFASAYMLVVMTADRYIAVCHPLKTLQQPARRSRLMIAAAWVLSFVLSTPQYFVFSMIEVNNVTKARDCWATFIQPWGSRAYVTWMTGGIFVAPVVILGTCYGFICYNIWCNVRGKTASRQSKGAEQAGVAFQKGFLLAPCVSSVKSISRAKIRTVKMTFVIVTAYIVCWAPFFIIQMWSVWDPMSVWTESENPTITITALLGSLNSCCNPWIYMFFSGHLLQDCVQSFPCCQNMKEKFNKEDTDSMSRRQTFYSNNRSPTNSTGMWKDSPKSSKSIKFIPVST
MEKK2mut PB1 HTS: signal of MEK5 binding to mutant human MEKK2 PB1 domain | percent response, % at 10 µM | 290,000 tested, 0.35% active | bead flow cytometry, Alexa488-MEK5 binding to MEKK2 mutant; in the data active means percent response above about 24%, passing the limit was not always enough; further: inactives centre near 1; some results filed as inactive read as strong as hits
NALP1 yeast inh: blocks the NALP1 inflammasome reconstituted in yeast; S. cerevisiae NALP1/ASC/caspase-1 growth, X-gal OD620, 72 h; inhibition, % at 10 µM; 280,000 tested, 0.61% active; in the data active means inhibition mostly above about 24%, no sharp cut-off; inactive means mostly below about 32%; further: some compounds called inactive have numbers as strong as hits
MEKK2wt PB1 HTS: raises or lowers MEK5 binding to wildtype human MEKK2 PB1 domain. binding response (% of control), % at 10 µM. AID 1531. bead flow cytometry, Alexa488-MEK5 binding to MEKK2 WT; actives lie on both sides. 290,000 tested, 1.1% active; in the data active means binding response below about 67% or above about 130%
OXTR potentiator: potentiators of human oxytocin receptor. P30559. activation, % at 3 µM. CHO-OTR cells, Fluo-8 calcium fluorescence, potentiator mode; 0% = oxytocin EC15, 100% = EC100. 320,000 tested, 0.061% active;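 active means activation above that plate's cutoff, the mean activation of tested compounds plus 3 SD, cut at about 6.6% in these data, passing the limit was not always enough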;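 further: 100% uses oxytocin at 75 nM as the full agonist control; some results filed as inactive read as strong as hits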
Target sequence (P30559 whole entry, looked up): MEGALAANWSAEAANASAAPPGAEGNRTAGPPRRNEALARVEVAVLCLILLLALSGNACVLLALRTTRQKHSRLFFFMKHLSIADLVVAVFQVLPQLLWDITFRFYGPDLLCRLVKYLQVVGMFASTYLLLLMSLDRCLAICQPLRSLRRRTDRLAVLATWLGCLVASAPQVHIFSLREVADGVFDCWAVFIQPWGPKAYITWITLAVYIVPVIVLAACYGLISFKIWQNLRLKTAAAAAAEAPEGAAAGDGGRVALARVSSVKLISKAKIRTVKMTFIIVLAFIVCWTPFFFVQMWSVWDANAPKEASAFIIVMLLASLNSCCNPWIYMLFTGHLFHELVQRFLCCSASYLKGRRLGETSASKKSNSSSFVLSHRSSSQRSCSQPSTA
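Measured by – Fluo-8 calcium dye fluorescence · Test system – human OTR in CHO cells · Dosing – one concentration, 3.0 µM compound · Controls – EC15 oxytocin alone as 0%, 75 nM oxytocin as 100% · Evaluation – normalized max/min fluorescence ratio, % activation · Timing – 6 min pre-incubation, 100 s read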
PfM18AAP inh: PfM18AAP enzyme inhibition | recombinant PfM18AAP, H-Glu-NHMec fluorogenic cleavage | inhibition, % at 7.35 µM | 290,000 tested, 1.2% active | AID 1822;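 active means inhibition above the campaign mean inhibition over all tested compounds plus 3 SD, cut at about 28% in these data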;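 further: 0% = plate median of test compound wells and 100% = 2 mM ZnCl2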
OXTR agonist: activates the human oxytocin receptor. CHO-OTR cells, Fluo-8 calcium fluorescence; normalized: DMSO 0%, oxytocin 100%. P30559. 320,000 tested, 0.32% active. activation, % at 3 µM;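 active means activation above the mean of all tested compounds plus 3 SD, cutoff set per screening run, cut at about 20% in these data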;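 further: peak over basal fluorescence ratio from a 100 s FLIPR kinetic read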
GPR7 antagonist: human neuropeptides B/W receptor 1 antagonism | inhibition, % at 4.4 µM | AID 1861 | 290,000 tested, 1.1% active | GPR7-expressing cells, fluorescence antagonist assay; in the data active means inhibition above about 16%, passing the limit was not always enough;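 further: cells stimulated with the agonist NPW; 0% = agonist with vehicle and 100% = vehicle without agonist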
Starred values were filed as active, the others as inactive; . = no result given.

smiles	GalR3 antagonist	V1aR counter	MEKK2mut PB1 HTS	NALP1 yeast inh	MEKK2wt PB1 HTS	OXTR potentiator	PfM18AAP inh	OXTR agonist	GPR7 antagonist
OC(CN1C2=NCCN2c2ccccc21)c1ccccc1 (stereo not drawn)	-6.3	1.1	-7.0	3.4	95.0	-3.3	-1.9	0.7	-2.1
COc1cc(NS(=O)(=O)c2ccc(C)cc2C)cc(OC)c1OC	-6.7	7.5	1.0	-3.6	99.0	-29.7	5.8	6.0	-2.3
C/C=C\C=C/C(=O)Nc1cccc(C2=NOC3(C2)C[C@@H](C(N)=O)N(C(=O)/C=C/C=C\C)C3)c1 (stereo partly drawn)	.	1.0	-8.0	.	89.0	-1.5	.	-0.7	.
Cc1cccc(C(=O)N[C@H](C(=O)Nc2ccc(C)c(S(=O)(=O)N(C)C)c2)C(C)C)c1	-1.6	0.0	-4.0	-19.7	100.0	-13.7	-0.3	-1.7	-10.9
COC(=O)c1ccc(-c2ccco2)n1Cc1cc(C)ccc1C	-5.8	-0.6	-6.0	-0.1	92.0	-12.1	-7.4	-1.6	7.8
CC[C@H](C)[C@@H](C(=O)N1CCNCC1)n1cc([C@@H](N)Cc2ccc(O)cc2)nn1	-7.3	0.6	8.0	1.0	103.0	-9.6	0.2	-0.7	-18.0
CC(C)c1ccc(S(=O)(=O)N2CCN(C(=O)CCNC(=O)Nc3ccccc3)CC2)cc1	-3.6	0.1	.	.	.	-5.0	.	-0.5	.
Cc1cccnc1NC(=O)CNC(=O)C12CC3CC(CC(Cl)(C3)C1)C2	-0.4	0.7	.	.	.	-4.9	.	-0.3	.
CCCc1nc2oc3c(Cl)ncnc3c2c2c1CCCC2	-2.0	-0.4	-8.0	9.0	88.0	-1.8	-1.9	0.0	5.3
Cc1nn(C(C)C(=O)NCC2CCCO2)c(C)c1[N+](=O)[O-] (stereo not drawn)	3.3	0.8	-4.0	14.6	88.0	-8.6	3.2	0.6	-9.9
Cc1ccccc1N1CC(=O)Nc2c(oc3nc(-c4ccccc4)cc(C)c23)C1=O	-2.6	-0.4	-9.0	8.4	93.0	-7.0	-5.2	-1.4	1.1
COC(=O)COc1ccc(-c2nccc(-c3ccccn3)n2)cc1	-8.0	0.9	16.0	3.3	104.0	-0.1	1.2	-1.6	-14.5
Cc1cccc(COc2ccc(/C=N/NC(=O)c3nnn(-c4nonc4N)c3COc3ccc(F)cc3)cc2)c1	-4.1	1.8	-3.0	.	99.0	-4.1	-15.5	0.8	-12.7
CC(C)NC(=O)c1cnn2c1NC(c1cccs1)CC2C(F)(F)F (stereo not drawn)	-2.9	0.1	2.0	-40.3	103.0	3.3	-0.3	0.2	-14.6
Cn1c(=O)c2c(ncn2CC(=O)Nc2nccs2)n(C)c1=O	-6.5	1.2	3.0	.	101.0	-6.2	5.0	0.0	-10.4

The last 2 compounds of the section above come first, to join the parts.
smiles	GalR3 antagonist	V1aR counter	MEKK2mut PB1 HTS	NALP1 yeast inh	MEKK2wt PB1 HTS	OXTR potentiator	PfM18AAP inh	OXTR agonist	GPR7 antagonist
CC(C)NC(=O)c1cnn2c1NC(c1cccs1)CC2C(F)(F)F (stereo not drawn)	-2.9	0.1	2.0	-40.3	103.0	3.3	-0.3	0.2	-14.6
Cn1c(=O)c2c(ncn2CC(=O)Nc2nccs2)n(C)c1=O	-6.5	1.2	3.0	.	101.0	-6.2	5.0	0.0	-10.4
O=C(NCC1CCCO1)c1cc(-c2ccc(Cl)cc2Cl)on1 (stereo not drawn)	-2.7	1.6	2.0	26.0	98.0	-9.2	-11.2	0.5	14.8
CC(=O)Nc1ccccc1NC(=O)COc1cccc2ccccc12	3.5	2.8	-3.0	1.2	97.0	-6.4	-4.1	2.3	-1.5
CCCCn1c(N)c(N(Cc2ccccc2OC)C(=O)C(C)Oc2ccc(Cl)cc2)c(=O)[nH]c1=O (stereo not drawn)	0.8	-0.3	2.0	-2.0	98.0	-4.1	4.1	-1.6	5.6
O=C1c2oc3ccccc3c(=O)c2C(c2cccc(F)c2)N1CCCO (stereo not drawn)	5.9	0.7	2.0	3.7	102.0	-12.3	-0.1	-0.5	-0.5
COc1ccc(/C=C/c2nc(-c3ccccc3)cc(=O)[nH]2)cc1	-1.4	0.4	4.0	-5.6	105.0	2.4	-4.5	-0.3	-18.7
CCN(CC(=O)NCCCN1CCOCC1)S(=O)(=O)c1cc(Cl)ccc1Cl	-8.2	0.8	-3.0	7.2	99.0	-4.8	-20.2	0.3	-4.8
O=C(Nc1ccc2oc(-c3cccc4ccccc34)nc2c1)c1ncn[nH]1	-1.6	-0.2	6.0	11.4	100.0	-5.5	-2.5	0.2	2.5
COc1cc2cnc(Cl)nc2cc1OC	-1.5	-0.2	-1.0	11.1	103.0	6.4	-5.7	-0.1	-5.6
O=C1CCCN1c1cc(Cl)ccc1Cl	-3.8	0.2	2.0	11.0	95.0	3.8	0.1	0.7	-6.0
O=C(c1ccccn1)c1conc1C(=O)c1ccc(Br)cc1	-2.6	0.1	-7.0	0.1	96.0	-2.6	6.4	-1.8	12.2
CCCNC(=S)Nc1ccc2nc(-c3ccccn3)c(-c3ccccn3)nc2c1	-3.5	-0.6	.	5.8	.	-3.2	9.1	0.4	4.3
N#C/C(=C\c1ccc(OCCN2CCOCC2)cc1)C(=O)Nc1ccccc1F	3.9	1.5	4.0	-4.9	106.0	-9.2	-13.0	-0.1	-4.9
CCCCNCc1cc(Br)c(OCc2cccs2)c(OC)c1	-8.7	3.9	21.0	31.9	136.0*	-20.1	1.2	8.9	10.1
Cc1ccc(S(=O)(=O)N(C)C)cc1NC(=O)CSc1nc2ccccc2[nH]1	1.0	6.0	-2.0	30.5	90.0	-0.4	-8.9	1.8	2.0
CCCCOc1cccc(C2/C(=C(\O)c3ccc4c(c3)OCCO4)C(=O)C(=O)N2CCN2CCOCC2)c1 (stereo not drawn)	2.7	1.7	-3.0	18.1	100.0	-4.0	-1.5	1.2	-7.5

smiles	GalR3 antagonist	V1aR counter	MEKK2mut PB1 HTS	NALP1 yeast inh	MEKK2wt PB1 HTS	OXTR potentiator	PfM18AAP inh	OXTR agonist	GPR7 antagonist
Cc1cc(C(=O)COc2ccccc2[N+](=O)[O-])c(C)n1-c1cccc(S(=O)(=O)N2CCOCC2)c1	0.1	5.2	-3.0	15.3	96.0	-9.2	-1.5	4.1	-5.9
C[C@H](CO)N1C[C@H](C)[C@@H](CN(C)S(C)(=O)=O)Oc2ccc(NC(=O)C3CC3)cc2C1=O	-2.1	0.1	.	.	.	4.9	.	1.2	.
CC(OC(=O)c1ccccc1C(=O)N(C)c1ccccc1)C(=O)Nc1ccc(C(N)=O)cc1 (stereo not drawn)	-3.8	0.5	.	.	.	-5.8	.	1.0	.
O=C(NCc1ccccc1)c1cc(S(=O)(=O)N2CCC3(CC2)OCCO3)ccc1F	-6.5	3.8	4.0	19.3	100.0	-6.3	0.9	6.8	-6.9
Cc1cc2c(cc1C)N(Cc1ccc(Cl)cc1)C1=NCCCN12	-1.9	4.0	.	.	.	-3.5	.	3.1	.
S=C(Nc1ccccc1Cl)N(CCCN1CCOCC1)Cc1ccco1	2.4	0.7	-2.0	8.3	99.0	-8.0	6.2	-1.4	-0.3
COc1ccc(C(c2sc3ncnn3c2O)N2CCN(c3ccccc3F)CC2)cc1OC (stereo not drawn)	.	-0.3	15.0	.	108.0	-5.8	18.2	0.7	-12.3
COc1ccc(-c2[nH]nc3c2C(c2ccncc2)C(C#N)=C(N)O3)cc1 (stereo not drawn)	16.3*	0.6	4.0	-2.9	109.0	-8.1	-4.2	-1.7	-5.5
O=C1CCCC2=C1C(c1cccs1)n1ncnc1N2 (stereo not drawn)	-3.9	-0.1	4.0	7.5	101.0	-2.8	-0.6	-0.2	-15.6
Oc1ccc(C[C@H]2CNCCN2CCc2cc(C(F)(F)F)cc(C(F)(F)F)c2)cc1	-2.0	2.6	.	.	.	-14.4	.	4.0	.
NC(N)=NS(=O)(=O)c1ccc(N/C=C/C(=O)c2ccc(Cl)c(Cl)c2)cc1	7.1	16.4	0.0	6.7	98.0	-18.8	3.2	0.4	10.2
COc1ccc(-c2cnc3c(-c4ccc(F)cc4)cnn3c2N)cc1	-6.9	1.0	3.0	3.2	95.0	-12.0	0.8	1.1	-5.7
Cc1ccc2[nH]c(=O)c(-c3noc(C(C)C)n3)cc2c1	2.5	-0.1	8.0	-8.3	108.0	-3.3	4.2	-0.9	0.6
O=C1N[C@@H](Cc2ccccc2)C(=O)N2[C@H]1C[C@]1(Br)c3ccccc3N(S(=O)(=O)c3ccccc3)[C@H]21	-8.2	2.4	.	.	.	-22.1	.	-0.7	.
CCOC(=O)C1C(=O)CC(O)(c2ccccc2)CC1c1ccccc1 (stereo not drawn)	-0.9	0.3	15.0	14.0	106.0	-4.3	-13.0	3.1	20.9

smiles	GalR3 antagonist	V1aR counter	MEKK2mut PB1 HTS	NALP1 yeast inh	MEKK2wt PB1 HTS	OXTR potentiator	PfM18AAP inh	OXTR agonist	GPR7 antagonist
CCOC(=O)c1ccc(NC(=O)N2CCc3ccccc3C2)cc1	-4.3	3.4	-1.0	12.4	99.0	-9.5	-14.4	2.8	-6.0
Cc1cc(NC(=O)Cn2ccc([N+](=O)[O-])n2)no1	8.2	-0.7	-1.0	-6.5	98.0	4.9	-2.9	0.1	-12.3
COc1ccc(NC(=O)CCCCCN2C(=O)c3ccccc3C2=O)c(OC)c1	-1.0	0.5	15.0	7.4	101.0	-3.7	0.8	-1.7	-7.9
Cc1csc(NC(=O)c2cnccn2)n1	-2.0	-0.4	2.0	-5.5	97.0	-7.0	-6.8	0.4	-2.4
Nn1c(Cc2ccccc2)n[nH]c1=S	0.1	-0.4	-13.0	-0.5	89.0	-3.0	22.4	-0.1	-4.5
C=CCc1cc(Cl)ccc1OCCCNC(C)CC (stereo not drawn)	2.3	7.2	2.0	38.8	111.0	-8.5	0.6	5.7	12.0
Cc1ccc(S(=O)(=O)c2ccc(C)cc2)cc1	-4.0	-1.2	-3.0	5.6	99.0	-7.9	-5.4	-0.5	-8.0
O=C(Nc1ccccc1)N1CCN2C(=O)c3ccccc3C12c1ccccc1 (stereo not drawn)	0.1	-0.1	3.0	14.4	104.0	-9.1	-1.4	-1.8	2.5
O=C(CN1CCN(c2cccc(C(F)(F)F)c2)CC1)Nc1cccc(C(F)(F)F)c1	-5.3	0.6	-1.0	-0.4	101.0	-9.9	-1.1	-0.3	14.7
CCOc1ccc(NC(=O)c2sc(NC(C)=O)c(C(=O)OC)c2C)cc1	-4.8	0.7	-10.0	9.5	89.0	-12.1	-5.7	0.7	-9.0
COc1ccc(NS(=O)(=O)c2csc(C(=O)N3CCCC3)c2)cc1	-5.3	2.7	-7.0	17.6	92.0	-5.4	-2.1	1.1	2.7
O=C(Nc1cccc(S(=O)(=O)N2CCCCCC2)c1)C1=COCCO1	3.6	0.1	.	.	.	-6.2	.	0.3	.
Cc1ccccc1C(=O)c1cccn1CC(=O)NC1CCCC(C)C1C (stereo not drawn)	-4.8	2.5	7.0	1.5	96.0	-7.7	3.4	-2.7	-4.6
CC(=O)NS(=O)(=O)c1ccc(NC(=O)c2cc3c(=O)n4ccccc4nc3s2)cc1	-1.9	0.4	3.0	-15.7	106.0	0.7	-1.5	0.9	-12.1
O=C(Nc1cccc(-c2cn3ccccc3n2)c1)c1ccccc1	-3.5	-0.4	5.0	16.0	106.0	0.6	5.4	-0.6	-6.9

Outcome played no part in choosing rows (roughly 4.1% active in at least one column).
